PfG6PD inh = PfG6PD (Plasmodium falciparum) enzyme inhibition; PfGluPho enzyme, NADPH resazurin-diaphorase fluorescence; inhibition, % at 20 µM; 350,000 compounds, 0.78% hits;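 active = inhibition reaching at least a set limit at 20 µM in the primary screen, cut at about 59% in these data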;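 note: 0% = DMSO wells with substrate and 100% = DMSO wells lacking glucose-6-phosphate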
ATG4B inhibitor = inhibitors of human ATG4B cysteine protease | ATG4B cleavage of LC3-PLA2, NBD-HPC fluorescence, 1 h | inhibition, % at 8.33 µM | 340,000 compounds, 0.51% hits; in the data active = inhibition above about 40%
Target sequence (Q9Y4P1 whole entry, looked up): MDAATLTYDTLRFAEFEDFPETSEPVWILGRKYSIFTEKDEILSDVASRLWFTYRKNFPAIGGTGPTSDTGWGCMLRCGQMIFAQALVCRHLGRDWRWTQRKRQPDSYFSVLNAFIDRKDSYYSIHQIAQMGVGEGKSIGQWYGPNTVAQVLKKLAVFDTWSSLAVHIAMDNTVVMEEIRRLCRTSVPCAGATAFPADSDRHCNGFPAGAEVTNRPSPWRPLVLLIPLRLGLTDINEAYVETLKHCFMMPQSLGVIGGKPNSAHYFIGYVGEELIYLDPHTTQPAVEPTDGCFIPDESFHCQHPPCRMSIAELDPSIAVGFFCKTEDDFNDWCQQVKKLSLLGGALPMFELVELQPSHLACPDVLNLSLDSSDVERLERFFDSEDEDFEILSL
mIAP act = mouse IAP activation. muIAP, CDP-Star luminescence, 30 min; active compounds read high; 1 = vehicle-only enzyme signal, 0 = enzyme-free wells. activation factor at 10 µM. AID 2805. 330,000 compounds, 0.24% hits;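 active = activation factor of at least 2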; note: the source names both 10 and 20 µM as test concentration; values of inactives mirror those of a sister screen read the other way
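System: Mouse IAP enzyme | Also added: CDP-Star substrate | Dosing: Compounds dispensed in DMSO | Schedule: 30 min enzyme-substrate-compound incubation at room temperature | Technique: Chemiluminescence readout | Control set: DMSO-only wells and no-enzyme negative control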
hIAP activ = increases human intestinal alkaline phosphatase activity; purified human IAP, CDP-Star luminescence, 30 min; active compounds read high; 1 = vehicle-only enzyme, 0 = enzyme-free background; activation factor at 10 µM; 330,000 compounds, 0.16% hits;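 active = activation factor of the enzyme at least 2-fold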; note: the source names both 10 and 20 µM as test concentration; values of inactives mirror those of a sister screen read the other way
Target sequence (P09923 whole entry, looked up): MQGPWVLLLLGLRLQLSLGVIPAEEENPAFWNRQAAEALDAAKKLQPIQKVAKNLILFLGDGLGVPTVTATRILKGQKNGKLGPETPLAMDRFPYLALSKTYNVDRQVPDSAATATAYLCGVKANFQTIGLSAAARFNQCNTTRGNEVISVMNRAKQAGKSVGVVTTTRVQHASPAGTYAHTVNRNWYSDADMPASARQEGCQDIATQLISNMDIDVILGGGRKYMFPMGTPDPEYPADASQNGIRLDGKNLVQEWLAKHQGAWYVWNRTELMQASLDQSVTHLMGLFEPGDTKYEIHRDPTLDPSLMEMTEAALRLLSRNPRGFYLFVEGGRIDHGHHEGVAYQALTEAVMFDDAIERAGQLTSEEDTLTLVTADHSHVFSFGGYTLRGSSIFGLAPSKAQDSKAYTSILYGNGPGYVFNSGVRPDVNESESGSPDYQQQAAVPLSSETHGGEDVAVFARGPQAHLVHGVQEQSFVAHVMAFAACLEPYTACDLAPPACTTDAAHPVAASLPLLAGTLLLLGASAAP
mIAP inh = mouse IAP inhibition; purified mouse IAP, CDP-Star luminescence, 30 min; inhibition, % at 10 µM; 330,000 compounds, 0.2% hits; AID 2806;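 active = inhibition of at least 40% at 10 µM in the primary screen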;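 note: plate controls were DMSO with enzyme for no effect and no enzyme wells for full effect; values of inactives mirror those of a sister screen read the other way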
HKDC1 inhibitor = blocks human hexokinase HKDC1 activity | recombinant HKDC1, G6PDH/diaphorase resazurin coupled fluorescence | inhibition, % at 20 µM | 340,000 compounds, 0.16% hits | AID 493160;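 active = inhibition above about 35% when tested at 20 µM, limit read from the data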;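 note: plate controls were DMSO wells with enzyme for no effect and DMSO wells lacking enzyme for full effect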
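Test system: HK5 enzyme. Quantity: 5 µg/mL HK5 final. Reagent: glucose and ATP substrates. Schedule: 90 min reaction incubation at room temperature, dark. Technique: resazurin-to-resorufin fluorescence via G6PDH and diaphorase coupling, 525/613 nm. Control set: DMSO wells with and without enzyme mix.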
hIAP inh = blocks human intestinal alkaline phosphatase; purified IAP, CDP-Star luminescence, 30 min; inhibition, % at 10 µM; 330,000 compounds, 0.12% hits; AID 2544;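 active = inhibition reaching a set limit with compound at 10 µM in the primary screen, cut at about 35% in these data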;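 note: plate controls were DMSO wells with enzyme for no effect and no-enzyme buffer wells for full effect; values of inactives mirror those of a sister screen read the other way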
APOBEC3A inh = inhibitors of human APOBEC3A DNA deaminase; AID 493011; P31941; recombinant A3A, FAM/TAMRA ssDNA deamination fluorescence; inhibition, % at 20 µM; 330,000 compounds, 0.41% hits;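 active = at least 40% inhibition at 20 µM here, with at most 30% in a related deaminase screen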;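 note: plate controls were A3A with DMSO for no effect and wells lacking A3A enzyme for full effect; some results filed as inactive read as strong as hits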
The depositor's hits bear a star; · = no result given.

SMILES | PfG6PD inh | ATG4B inhibitor | mIAP act | hIAP activ | mIAP inh | HKDC1 inhibitor | hIAP inh | APOBEC3A inh
COc1cc(C(=O)OCC(=O)NC(=O)c2cccn2C)ccc1OC(F)F | -2 | -11 | 1 | 1.1 | -5 | -4 | -10 | -2
COC(=O)c1ccccc1NC(=O)Nc1cc(C(C)(C)C)on1 | 1 | 2 | 0.94 | 1 | 6 | -5 | -2 | -1
O=c1c(O[C@H]2O[C@@H](CO)[C@H](O)[C@@H](O)[C@@H]2O)c(-c2ccc(O)cc2)oc2cc(O)cc(O)c12 | 4 | -7 | 1 | 0.98 | -3 | -1 | 2 | 0
O=C(Nc1ccccc1)c1cc(N2CCOCC2)nc2ccccc12 | -4 | 4 | 1 | 1.1 | 0 | -1 | -6 | -4
COc1ccc(NC(=O)NC2CCN(C(C)C)CC2)c(OC)c1 | -11 | -13 | 0.95 | 0.89 | 5 | -22 | 12 | 0
CNC(=S)N/N=C(\C)c1ccc(Cl)s1 | -4 | 0 | 0.87 | 1.1 | 13 | -5 | -6 | 0
COc1ccc(CNC(=O)C(c2ccco2)N(Cc2ccccc2)C(=O)Cc2cccs2)cc1 (stereo not given) | -4 | -15 | 1.1 | 0.95 | -9 | 4 | 5 | -2
Cc1ccc(CS(=O)(=O)CCC(=O)NCCCN2CCCC2)cc1 | -12 | 1 | 1.1 | 1.2 | -6 | -13 | -22 | -1
CCCC(=O)Nc1nc2nc(-c3ccccc3)cc(=O)n2[nH]1 | -13 | -4 | 1 | 0.93 | -1 | -6 | 7 | 0
COC(=O)C(C)(C)ONC(=O)Nc1ccccc1Cl | 0 | -4 | 0.9 | 1 | 10 | -6 | 0 | -1
O=C(CCc1ccccc1)N1CCN(c2ccccc2F)CC1 | 0 | -24 | 0.93 | 1 | 7 | -4 | -4 | 3
Cc1ccc(F)cc1NC(=O)CSCc1c(C)noc1C | 0 | 3 | 1.1 | 0.99 | -14 | -2 | 1 | -2
COc1ccc(/C=C/C=C2\N=C(SC)SC2=O)cc1 | 17 | 10 | 0.82 | 1 | 18 | -12 | -1 | -3
O=C(OCC(=O)N1CCc2ccccc21)c1ccc(Cl)nc1 | -1 | 3 | 0.95 | 1.1 | 5 | 2 | -6 | 4
O=C(Nc1ccccc1)c1ccc(CN2CCc3ccccc3C2)cc1 | 0 | 3 | 1 | 0.99 | -3 | -1 | 1 | 3
CCC1C(C#N)=C(SC)NC2=C1C(=O)CC(C)(C)C2 (stereo not given) | -8 | -4 | 1.1 | 1 | -8 | 3 | -4 | 2
CS(=O)(=O)N(CC(=O)NC1CCCC1)c1ccc2c(c1)OCCO2 | 3 | 5 | 0.97 | 1.2 | 3 | -12 | -22 | -3
Cc1ccc(S(=O)(=O)NCc2ccccc2)cc1C(=O)N1CCN(c2ccccc2)CC1 | 8 | -5 | 1.1 | 0.88 | -7 | 0 | 12 | -2
O=C(NCCc1ccccc1)c1ccc(=O)oc1 | 18 | -9 | 0.99 | 0.97 | 1 | -5 | 3 | -5
O=[N+]([O-])c1ccc(C[n+]2cccc3ccc4cccnc4c32)cc1 | 7 | 1 | 1.1 | 1 | -5 | -16 | 0 | 16
CCCCN(C(=O)CSc1nnc(Nc2ccccc2)s1)c1c(N)n(CCC)c(=O)[nH]c1=O | -4 | -2 | 1.1 | 1 | -8 | -2 | -3 | 1
COC(=O)c1cc(CSC(=N)N)ccc1OCCC(C)C | -6 | 19 | 0.98 | 1 | 2 | -1 | -2 | -1
CSCCC(NC(=O)COc1ccccc1)C(=O)NC1CCC(C)CC1 (stereo not given) | -6 | 12 | 1.1 | 0.94 | -10 | -3 | 6 | 3
C#CCOC(=O)CCCC(=O)Nc1ccccc1OC | -2 | -12 | 1 | 0.99 | -3 | -5 | 1 | -5
Cc1ccc(/C=N/NC(=O)CSc2nc3ccccc3[nH]2)o1 | 43 | -2 | 0.83 | 1.4 | 17 | 3 | -43 | -2
CCSc1nnc(-c2ccccc2NC(C)=O)c(=O)[nH]1 | 3 | -10 | 1 | 0.97 | 0 | 0 | 3 | 1
Cc1cc(NC(=O)CC2CCCC2)ccc1Br | -3 | 11 | 1.3 | 0.86 | -27 | 0 | 14 | -4
CCN1CCN(S(=O)(=O)c2ccc3c(c2)NC(=O)CS3)CC1 | -14 | 3 | 1 | 0.94 | 0 | 1 | 6 | -1
COc1cc(OC)cc(-c2nc3ccccc3c(=O)n2NC(=O)c2cccnc2Cl)c1 | 4 | 0 | 0.96 | 0.91 | 4 | -9 | 9 | -3
CC[C@H](CO)Oc1cc(NCc2ccc(Cl)c(Cl)c2)c2ncn(C(C)C)c2c1 | 28 | 17 | 0.96 | 1.1 | 4 | 8 | -12 | -2
O=C(CSc1nc2ccccc2c(=O)n1-c1ccc(F)cc1)NC1CCS(=O)(=O)C1 (stereo not given) | 12 | -3 | 1.1 | 1.2 | -11 | -6 | -18 | 0
CCOC(=O)N1CCN(C2=CC(=O)OC23CCCCC3)CC1 | -16 | 2 | 1 | 1 | -4 | 6 | -3 | -5
O=C(CC1SC(=O)N(Cc2cccc3ccccc23)C1=O)Nc1nccs1 (stereo not given) | -13 | -10 | 0.95 | 0.99 | 5 | 3 | 1 | -1
CN(CC(=O)Nc1cccc(F)c1)C(=O)c1ccc(C2SCCS2)cc1 | -6 | -6 | 0.97 | 1.1 | 3 | 4 | -8 | -5
CC(=O)N1CCN(S(=O)(=O)c2cccc(C(=O)Nc3nc4ccccc4[nH]3)c2)CC1 | -13 | 0 | 1 | 1.1 | 0 | 0 | -7 | -3
Cc1ccc(NC(=O)COc2ccccc2C(=O)NCCN(C)C)cc1 | · | · | 1.1 | 1.1 | -14 | · | -13 | -2
CCC(CC)C(=O)Nc1cccc(C(=O)N2CCCC2)c1 | 6 | -11 | 1 | 0.86 | -3 | -2 | 14 | 0
COc1ccc(C(=O)NCC(=O)NCC(=O)OCC(=O)c2ccc(C)cc2)cc1 | 1 | -1 | 0.96 | 1.2 | 4 | -7 | -25 | -1
COc1ccc(CCN2C(=O)CC(N3CCN(S(=O)(=O)c4ccccc4)CC3)C2=O)cc1OC (stereo not given) | 12 | -1 | 0.98 | 1 | 2 | -14 | -1 | 4
Cc1c(Br)c([N+](=O)[O-])nn1CCCC(=O)N1CCN(c2ccccc2)CC1 | -5 | 20 | 1 | 0.99 | -2 | -4 | 1 | 0
O=C(CSCc1c(F)cccc1Cl)NCc1ccncc1 | -1 | -10 | 0.98 | 1 | 2 | -4 | -2 | -4
CCOC(=O)Cn1c(C)nc2ccccc21 | 6 | -12 | 0.98 | 0.99 | 2 | 6 | 1 | 3
O=C(O)C(Cc1ccc(Cl)cc1)Sc1nc2ccccc2[nH]1 (stereo not given) | -9 | -1 | 0.95 | 1.1 | 5 | 4 | -11 | -2
O=C(O)/C(=C\c1cccc([N+](=O)[O-])c1)c1ccc(S(=O)(=O)N2CCCCC2)s1 | -12 | 13 | 0.91 | 1.1 | 9 | 7 | -5 | 16
CCc1cc(=O)oc2cc(C)c3c(C)coc3c12 | 13 | -2 | 0.97 | 1 | 3 | -1 | 0 | 1
COc1ccc(CN2CCCC(CNC(=O)c3ccc(F)cc3)C2)c(C)c1C (stereo not given) | 3 | -8 | 1.1 | 0.85 | -8 | -14 | 15 | -2
CCS(=O)(=O)c1nc(S(=O)(=O)c2ccc(Cl)cc2)c(N2CCC3(CC2)OCCO3)s1 | 0 | -14 | 1 | 0.93 | -2 | -5 | 7 | 0
CC(C)Cn1c(N)c(C(=O)CSc2nncs2)c(=O)n(C)c1=O | 4 | -2 | 0.97 | 0.89 | 3 | 0 | 11 | -3
CCOC(=O)N1CCN(S(=O)(=O)/C=C/c2ccccc2)CC1 | -12 | -7 | 0.91 | 1 | 9 | 1 | -3 | -1
COC(=O)c1cc2c(ccn2-c2ccc(F)cc2)n1CC(C)C | -11 | 7 | 1 | 0.97 | 0 | 14 | 3 | 5
Cc1ccc2nc3c(cc2c1)c(NS(=O)(=O)c1ccccc1)nn3CC(C)C | -15 | -4 | 0.84 | 0.91 | 16 | -5 | 9 | -3
COc1ccc(/C=C/C(=O)Nc2cccc(S(=O)(=O)NC3=NCCCCC3)c2)cc1 | 1 | -8 | 1 | 1.1 | -2 | -4 | -5 | 3
FC(F)(F)c1cccc(NC(=S)N2CCN(c3ccccn3)CC2)c1 | 20 | -4 | 1.1 | 1.1 | -5 | -6 | -10 | 0
CC(C)Sc1nc2sc(-c3ccccc3)cc2c(=O)n1N | -14 | 3 | 0.96 | 0.96 | 4 | 1 | 4 | 0
O=Cc1c(NCCc2ccc(F)cc2)c2ccccc2[nH]c1=O | -3 | -8 | 0.96 | 1.3 | 4 | -5 | -35 | -5
Cc1ccc(S(=O)(=O)N(CC(=O)Nc2ccc(C)cc2C)C(=O)N2CCN(C)CC2)cc1 | 7 | -1 | 0.96 | 0.64 | 4 | -6 | 36* | 1
Cc1nc(-c2ccc(C#N)cc2)cs1 | -4 | 6 | 0.98 | 0.81 | 2 | -7 | 19 | -3
Cc1cc(NCCCN(C)C)n2c(nc3ccccc32)c1C#N | 2 | 3 | 1.1 | 1.3 | -8 | 6 | -29 | 4
CC(=O)NC12CC3CC(C1)CC(C(=O)Oc1ccc(N(C)S(=O)(=O)c4cc(C)ccc4C)cc1)(C3)C2 | 38 | -1 | 1.1 | 0.96 | -6 | 3 | 4 | -2
CC(NC(=O)c1ccco1)c1cccc2ccccc12 (stereo not given) | -3 | -10 | 0.99 | 0.96 | 0 | 2 | 4 | 3
Later entries
SMILES | PfG6PD inh | ATG4B inhibitor | mIAP act | hIAP activ | mIAP inh | HKDC1 inhibitor | hIAP inh | APOBEC3A inh
Cc1ccc(S(=O)(=O)NC(CC(=O)NCc2ccco2)c2ccco2)cc1 (stereo not given) | -14 | 3 | 0.95 | 1.1 | 5 | -7 | -7 | -4
COc1ccc(NC(=O)CSCC(=O)Nc2cccc3ncccc23)cc1 | -13 | 4 | 0.94 | 1.1 | 6 | -4 | -7 | 29
CCNC(=S)Nc1ccc(N(c2ccccc2)C(C)C)cc1 | 13 | 0 | 0.96 | 0.97 | 4 | -4 | 3 | 1
COc1cc(/C=C/C(=O)OCC(=O)N2CCC(C)CC2)ccc1OCC#N | 5 | -3 | 0.89 | 1.1 | 11 | -2 | -14 | -1
O=C(NCc1ccc(Cl)cc1)c1ccc2c(=O)n(CC3CCCO3)c(=S)[nH]c2c1 (stereo not given) | -26 | 5 | 1.1 | 1.1 | -5 | -10 | -10 | 1
CC1SCC(=O)N(CC(=O)NCc2ccccc2)C1=O (stereo not given) | -15 | -12 | 1 | 1.1 | -1 | -11 | -8 | -3
CCOc1ccc(NC(=S)N2c3ccccc3CC2C)cc1 (stereo not given) | -5 | -8 | 0.91 | 0.98 | 9 | -2 | 2 | 5

5 entries drawn at random from the list so far:
SMILES | PfG6PD inh | ATG4B inhibitor | mIAP act | hIAP activ | mIAP inh | HKDC1 inhibitor | hIAP inh | APOBEC3A inh
COc1ccc(NC(=O)CSCC(=O)Nc2cccc3ncccc23)cc1 | -13 | 4 | 0.94 | 1.1 | 6 | -4 | -7 | 29
COc1cc(/C=C/C(=O)OCC(=O)N2CCC(C)CC2)ccc1OCC#N | 5 | -3 | 0.89 | 1.1 | 11 | -2 | -14 | -1
CCOc1ccc(NC(=S)N2c3ccccc3CC2C)cc1 (stereo not given) | -5 | -8 | 0.91 | 0.98 | 9 | -2 | 2 | 5
Cc1ccc(S(=O)(=O)NC(CC(=O)NCc2ccco2)c2ccco2)cc1 (stereo not given) | -14 | 3 | 0.95 | 1.1 | 5 | -7 | -7 | -4
CCNC(=S)Nc1ccc(N(c2ccccc2)C(C)C)cc1 | 13 | 0 | 0.96 | 0.97 | 4 | -4 | 3 | 1
